# Bioassay records deposited in PubChem by National Center for Advancing Translational Sciences (NCATS).
# TDP1 cell noCPT – qHTS for Inhibitors of human tyrosyl-DNA phosphodiesterase 1 (TDP1): qHTS in cells in absence of CPT. Potency, µM (titrated, usually from 46.2 µM), without a hit: top-dose activity change, negative = growth inhibition, most hits filed as inhibitors. AID 686978, 2013. 15% of 420,000 active. DT40 Tdp1-/- hTDP1 cells, no CPT, ATP luminescence, 48 h; also: nearly all actives have a fitted effect of over 55% in size
#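 Seeded 400 DT40-hTDP1 cells/well (vehicle DMSO, no 20 nM CPT); pinned compounds; ≥48 hr at 37 °C; CellTiter-Glo luminescence as viability measure.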
# TDP1 cell CPT – DT40-hTDP1 cell growth loss with CPT; chicken DT40 Tdp1-/-;hTDP1 cells + 20 nM CPT, ATP luminescence, 48 h; Potency, µM (doses to about 46.2 µM), inactives show top-dose activity change, negative = growth inhibition, usual class: inhibitors; 12% of 420,000 active; also: nearly all actives have a fitted effect of over 55% in size
#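 Cell growth measured by CellTiter-Glo luminescence after a minimum 48 h, 37 C compound exposure with 20 nM CPT in Tdp1-knockout DT40 cells stably expressing hTDP1, seeded 400/well; qHTS titration format.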
# TDP1 block – TDP1 (human) enzyme inhibition | Q9NUW8 | recombinant TDP1, AlphaScreen DNA substrate cleavage | Potency, µM (series often up to 130 µM), inactives show top-dose activity change, negative = inhibition, hits mostly inhibitors | 0.28% of 350,000 active | AID 485290; also: nearly all actives have a fitted effect of over 40% in size
# Target sequence (Q9NUW8 whole entry, looked up): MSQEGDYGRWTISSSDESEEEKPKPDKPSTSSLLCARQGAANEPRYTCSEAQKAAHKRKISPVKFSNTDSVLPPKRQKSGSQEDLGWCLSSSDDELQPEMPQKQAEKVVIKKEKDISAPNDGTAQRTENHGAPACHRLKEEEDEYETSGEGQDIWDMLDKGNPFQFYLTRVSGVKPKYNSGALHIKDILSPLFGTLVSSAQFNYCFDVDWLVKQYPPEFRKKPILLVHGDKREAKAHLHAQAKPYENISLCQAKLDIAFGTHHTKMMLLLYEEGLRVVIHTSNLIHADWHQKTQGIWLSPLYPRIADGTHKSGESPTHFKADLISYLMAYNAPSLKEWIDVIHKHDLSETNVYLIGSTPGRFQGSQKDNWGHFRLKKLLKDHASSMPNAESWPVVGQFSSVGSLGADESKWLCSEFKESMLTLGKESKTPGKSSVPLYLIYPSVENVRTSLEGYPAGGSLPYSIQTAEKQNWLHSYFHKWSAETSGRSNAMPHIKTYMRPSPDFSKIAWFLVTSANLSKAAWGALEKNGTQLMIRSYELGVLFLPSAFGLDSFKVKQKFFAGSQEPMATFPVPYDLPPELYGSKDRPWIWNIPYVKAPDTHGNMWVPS
#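 Here, a 5' biotin and 3' phosphotyrosine-FITC DNA oligonucleotide reports Tdp1 activity: intact substrate bridges AlphaScreen beads, while cleavage leaves a 3' phosphate and drops signal. All incubations at room temperature.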
# * hit, by the source's call; ? = inconclusive; nt = not tested or not shown; & = joins results of further samples; [ ] = dose if it differs, or a comment. Calls follow the shape of the dose curve; as a rule, active = well fitted curve in the direction sought with a large enough effect; inconclusive = small, poorly fitted or top-dose-only effect, or another doubt; inactive = no such curve, though single readings can be large; an effect the other way counts as inactive or inconclusive. % is scaled to controls: 0 for no effect and ±100 for the full control effect; potency is read from the fitted curve at half-maximal effect.
SMILES,TDP1 cell noCPT,TDP1 cell CPT,TDP1 block
Cc1ccc(NC(=O)c2oc3ccccc3c2C)nc1,-18%,?,-2%
O=C(Nc1ccccn1)c1ccc(S(=O)(=O)N2CCCCC2)cc1,?,?,nt
O=C(Nc1c(-c2ccccc2)nc2ccccn12)c1ccccc1F,?,?,0%
COC(=O)c1cc(Br)c(=O)n(CCN2CCOCC2)c1,-8%,0%,-3%
COc1ccc(OC)c(/C=C2\SC(N3CCCCC3)=NC2=O)c1,5.8µM*,7.3µM*,nt
CC(Sc1nnc(CN2CCCC2)n1Cc1ccccc1)C(=O)Nc1ccc(F)c(F)c1F (configuration not stated),?,?,nt
COCCCNC(=O)c1ccc(CSc2nc3cccnc3n2Cc2ccc(OC)cc2)cc1,16µM*,23µM*,9%
O=C(CCS(=O)(=O)c1ccc(Br)s1)NCc1ccc2c(c1)OCO2,-7%,-20%,4%
Cc1cc(C)n(C(=O)CCN2C(=O)c3ccccc3C2=O)n1,-11%,1%,-3%
CCOc1cccc2sc(N(CCN(CC)CC)C(=O)c3ccco3)nc12,?,?,4%
CCOC(=O)c1nc(Nc2cccc(C)c2)c2ccccc2n1,12µM*,23µM*,-4%&2%
Cc1ccc(C2=CC(=O)C[C@H](c3ccc(Cl)cc3)C2)cc1,?,23µM*,-6%
O=c1[nH]c2ccccc2s1,-21%,-3%,3%
Cn1ccc2c(N3c4ccccc4CCc4ccccc43)cc3c(c21)C1CCC3O1 (configuration not stated),21µM*,23µM*,nt
Cc1ccc2nc(SCC(=O)NC(=O)NCc3ccco3)[nH]c2c1,-19%,-10%,3%
CC1CCc2noc(NC(=O)c3ccc([N+](=O)[O-])cc3)c2C1 (configuration not stated),?,?,6%
O=C1CN(C(=O)COC(=O)CCc2ccccc2)c2ccccc2N1,-10%,3%,0%
COc1cc(NC(=O)c2ccc(COc3ccccc3Br)o2)cc(OC)c1OC,23µM*,?,5%
CN1CCN(C(=O)CSc2nc(-c3ccco3)cc(C(F)(F)F)n2)CC1,-26%,14%,0%
COc1ccc(OCCCCn2c(CO)nc3ccccc32)cc1,?,-2%,nt
CCOc1ccc(N/C(C)=C\C(=O)c2ccc3c(c2)OCCO3)cc1,-1%,17%,6%
O=C1CSC(c2ccccc2Cl)N1 (configuration not stated),-2%,7%,5%
COc1ccc(NC(=O)C(C)N2c3cccc4cccc(c34)S2(=O)=O)cc1 (configuration not stated),?,?,nt
CCOc1ccc(CCNC(=O)c2cc3sccc3n2CC)cc1OCC,5.8µM*,5.2µM*,7%&1%
N#Cc1c(-c2ccc(F)cc2)c(-c2ccc(F)cc2)nn(CCO)c1=O,3.3µM*,4.6µM*,nt

# In another format: results already given
mol	TDP1 cell noCPT	TDP1 cell CPT	TDP1 block
COc1ccc(OC)c(/C=C2\SC(N3CCCCC3)=NC2=O)c1	5.8µM*	7.3µM*	nt
CC(Sc1nnc(CN2CCCC2)n1Cc1ccccc1)C(=O)Nc1ccc(F)c(F)c1F (configuration not stated)	?	?	nt

# Of the compounds above, 5 contain a furan ring, fused or not:
SMILES,TDP1 cell noCPT,TDP1 cell CPT,TDP1 block
Cc1ccc(NC(=O)c2oc3ccccc3c2C)nc1,-18%,?,-2%
CCOc1cccc2sc(N(CCN(CC)CC)C(=O)c3ccco3)nc12,?,?,4%
Cc1ccc2nc(SCC(=O)NC(=O)NCc3ccco3)[nH]c2c1,-19%,-10%,3%
COc1cc(NC(=O)c2ccc(COc3ccccc3Br)o2)cc(OC)c1OC,23µM*,?,5%
CN1CCN(C(=O)CSc2nc(-c3ccco3)cc(C(F)(F)F)n2)CC1,-26%,14%,0%

# The listing continues:
SMILES,TDP1 cell noCPT,TDP1 cell CPT,TDP1 block
Cc1onc(-c2ccccc2)c1CNC(=O)Nc1ccc(F)cc1F,?,?,4%
C=CCn1c(=O)c(C(=O)Nc2ncccc2O)c(O)c2ccccc21,-19%,21%,nt
CCOC(=O)c1ccc2nc(NC(=O)c3ccco3)sc2c1,?,?,3%
Cc1nn(C)c(Oc2cccc(Cl)c2)c1C(=O)Nc1ccc(F)cc1F,?,-7%,2%
COc1ccccc1-n1c(=O)c2c3c(sc2n(C)c1=O)CN(C(C)=O)CC3,-3%,13%,12%
COc1cccc(CC(=O)NC2CCSc3ccccc32)c1 (configuration not stated),-16%,10%,-11%
Cc1c(CN2CCOc3ccc(C(C)(O)COc4ccccc4)cc3C2)cnn1C (configuration not stated),-29%,-7%[9.04 µM],nt
Fc1ccc2nc(-c3ccccc3)nc(SCc3nnc(-c4ccccc4)o3)c2c1,23µM*,?,0%
Cc1ccc(OC(C)C(=O)N2CC(=O)Nc3ccccc32)c(C)c1 (configuration not stated),-26%,-5%,nt
N#Cc1ccccc1OCC(=O)OCC(=O)N1CCN(C(=O)c2ccco2)CC1,-12%,7%,9%
O=C1C=CC(=O)N1Nc1ccc(Br)cc1,0%,-1%,0%
Cc1nc(-c2ccc(C(=O)N3CCOCC3)cc2)cs1,-19%,2%,3%
COc1ccc(C(=O)Nc2nnc(C3=COCCO3)o2)cc1,-11%,-26%,8%
CC(=O)N1[C@H](C)C=C[C@]1(Cc1ccccc1)C(=O)NCCN1CCOCC1,3%,-7%,7%
CCn1cc(C(=O)N2CCCc3ccccc32)c2cc(OC)c(OC)cc2c1=O,?,-26%,3%
CCCCC(=O)NC1(C(F)(F)F)C(=O)N(CC(C)C)C2=C1C(=O)CC(C)(C)C2 (configuration not stated),?,?,6%
Cc1ccc(C(C(=O)NC(C)(C)C)N(Cc2ccco2)C(=O)CCC(=O)Nc2ccccn2)cc1 (configuration not stated),-19%,-14%,nt
CCOc1ccc(S(=O)(=O)NC(Cc2c[nH]c3ccccc23)C(=O)O)cc1 (configuration not stated),-12%,3%,nt
COC(=O)c1sc2cccc(F)c2c1S(=O)(=O)Nc1cc(C)c(Cl)cc1OC,?,?,7%
Cc1ccc(CNC(=O)C2(C)CCN2C(=O)Cc2ccc(-c3ccccc3)cc2)cc1 (configuration not stated),23µM*,?,nt
COc1ccc(N2CCN(C(=O)c3oc4ccccc4c3NC(=O)CCc3cc(OC)no3)CC2)cc1,-21%,?,12%
O=C(NCc1ccccc1)C1Cc2c(-c3ccc(Cl)cc3)ccnc2O1 (configuration not stated),0.82µM*,0.65µM*,nt
CCOc1cc(OCC)cc(C(=O)N2CCC[C@H]2C(=O)N2CCC[C@H]2C(=O)NCc2ccccn2)c1,-4%,6%,nt
COc1cc(NC(=S)Nc2cccc(C)n2)cc(OC)c1OC,?,-14%,0%
NC(=O)CC(NC(=O)Cc1cccc2ccccc12)c1ccc(N2CCCCCC2)c([N+](=O)[O-])c1 (configuration not stated),-12%,-24%,nt
# The list continues:
SMILES,TDP1 cell noCPT,TDP1 cell CPT,TDP1 block
CC(C)OC(=O)c1ccc(COC(=O)c2cccc(-c3nnc(-c4ccccc4)o3)c2)cc1,?,-25%,1%
COc1ccc(CNc2nc(NC(C)=O)nn2-c2ccccc2)cc1,-3%,0%,6%
O=C(COC(=O)Cc1c(F)cccc1Cl)NC1CCS(=O)(=O)C1 (configuration not stated),5%,-2%,-3%
O=C(NCc1ccccc1)C(c1ccncc1)N(C(=O)c1csnn1)c1ccccc1F (configuration not stated),-17%,-8%,8%
CC(=O)c1c(C)[nH]c(C(=O)Nc2cccc(C)c2C)c1C,-10%,13%,0%
Cc1cc(OCC(=O)Nc2c(C(=O)c3ccccc3)oc3ccccc23)cc(C)c1Cl,2%,10%,2%
O=S(=O)(NCc1ccc(Cl)cc1)c1ccc(N2CCCCS2(=O)=O)cc1,8.2µM*,12µM*,4%
C=CCNc1nc2c(c(=O)[nH]c(=O)n2C)n1CCCc1ccccc1,-13%,-26%,nt
COc1ccccc1CNC(=O)CCC1N=C2c3ccccc3N=C(SCc3ccc(C)cc3)N2C1=O (configuration not stated),?,?,5%
CCOc1ccccc1NC(=O)Cc1ccccc1OC,?,-18%,-1%
CCCc1nn(C)c2c(=O)[nH]c(-c3ccccc3OCC)nc12,-3%,7%,1%
CCOC(=O)Cc1csc(NC(=O)CSc2nc(C)cc(=O)[nH]2)n1,?,23µM*,-2%
COc1ccc(/C=C(/NC(=O)c2ccco2)C(=O)NCc2ccco2)cc1,13%,-7%,nt
NC(=O)c1cccnc1Nc1ccccc1F,11%,3%,-3%
O=C(Cn1ncc2c(=O)oc3ccccc3c21)NC1CC1,-26%,-1%,-2%
Cc1cc(NC(=O)C(C)Oc2ccccc2)no1 (configuration not stated),-18%,2%,nt
COc1ccc(/C(C)=N/NS(=O)(=O)c2ccccc2)c(OC)c1,3%,?,1%
COc1ccc(-c2nc3cnc(N4CCNCC4)nc3n(-c3ccc(OC)cc3)c2=O)cc1,?,18µM*,nt
NC(=O)C1CCCN(CC(=O)Nc2ccccc2C(=O)NC2CC2)C1 (configuration not stated),0%,0%,0%
Cc1nc2cc(-c3ccsc3-n3c(C)ccc3C)[nH]n2c(=O)c1Cl,?,-25%,nt
Cc1ccc(-c2nn3c(C)nnc3s2)cc1NC(=O)CSc1ccc(Cl)cc1,18µM*,?,3%
CN1CCC(=O)N([C@H](CC#N)c2ccccc2)CC1,-13%,3%,nt
CCOc1cc(C#N)c(NC(=O)c2cccnc2Cl)cc1OCC,-4%,4%,-2%
CSc1ccc(C(c2c(C(=O)O)[nH]c3ccccc23)c2c(C(=O)O)[nH]c3ccccc23)cc1,18%,9%,nt
COc1cc(NC(=O)C(CC(C)C)NS(=O)(=O)c2ccc3c(c2)oc(=O)n3C)c(C(=O)O)cc1OC (configuration not stated),-7%,-6%,-8%

# Continued (four carried over from the part before).
SMILES,TDP1 cell noCPT,TDP1 cell CPT,TDP1 block
CN1CCC(=O)N([C@H](CC#N)c2ccccc2)CC1,-13%,3%,nt
CCOc1cc(C#N)c(NC(=O)c2cccnc2Cl)cc1OCC,-4%,4%,-2%
CSc1ccc(C(c2c(C(=O)O)[nH]c3ccccc23)c2c(C(=O)O)[nH]c3ccccc23)cc1,18%,9%,nt
COc1cc(NC(=O)C(CC(C)C)NS(=O)(=O)c2ccc3c(c2)oc(=O)n3C)c(C(=O)O)cc1OC (configuration not stated),-7%,-6%,-8%
CC1CCCC(C)N1C(=O)CSc1nnc(-c2cccs2)o1 (configuration not stated),-17%,-12%,-1%
O=C(Cc1cccc(NC(=O)C2CCCN(C(=O)C3CCCCC3)C2)c1)Nc1cccc(C(=O)N2CCOCC2)c1 (configuration not stated),-15%,-6%,nt
CSc1ccccc1OCc1cc(C(=O)NCCc2ccco2)no1,?,-24%,2%
COc1ccc(/C=C/C(=O)OCC(=O)Nc2ccc(N3CCOCC3)cc2)cc1OC,-2%,-13%,3%
Cc1ccccc1N(CC(=O)N/N=C/c1cc(C)n(-c2ccccc2C)c1C)S(C)(=O)=O,?,?,9%
CCCN1CCc2c(sc(NC(=O)c3ccc(S(=O)(=O)N4CCN(C(=O)OCC)CC4)cc3)c2C(N)=O)C1,?,?,5%
COc1ccccc1-c1cccc([C@@H]2C[C@H]3[C@H](CON3C)CN2Cc2cc(Cl)cc(Cl)c2)c1,?,?,nt
CCC(=O)N/N=C(\C)CC(=O)Nc1ccc2ccccc2c1,0%,1%,4%
O=C(COc1ccc(F)cc1Cl)Nc1ccccc1C(=O)N1CCCCC1,?,?,0%
O=[N+]([O-])c1ccc2c(c1Nc1ccccc1)=NC1(CCCCC1)N=2,?,?,13%
CS(=O)(=O)N1CCN(c2ccc(NC(=S)NC(=O)c3ccccc3[N+](=O)[O-])cc2)CC1,-21%,2%,-3%
CCOC(=S)SSC(=S)OCC,-13%,7%,-4%
Cc1ccc(S(=O)(=O)N2CC3(C)CN(S(=O)(=O)c4ccc(C)cc4)CC(C)(C2)C3O)cc1 (configuration not stated),16%,0%,8%
C[C@]12CCC3c4ccc(O)cc4CCC3C1CCC2OC(=O)CCC1CCCC1 (some centres not stated),2%,3%,7%
O=C(/C=C/c1ccco1)NCCCN1CCOCC1,-2%,8%,-5%
Cc1cc(C)cc(NC(=O)C(CC(C)C)NC(=O)C2CCCCC2)c1 (configuration not stated),?,?,-6%
Cc1ccc(C)c(N2CCN(CCCc3ccccc3)CC2)c1,?,21µM*,nt
COc1ccc(N2CCN(C(=O)Cc3coc4cc(C)ccc34)CC2)cc1,-9%,0%,6%
Cc1ccc(C)c(S(=O)(=O)N=Nc2c(O)[nH]c3ccccc23)c1,-2%,13%,0%
O=C(c1cc(COc2ccc(F)cc2Cl)on1)N1CC2C[C@@H]3CC1C[C@H](C2)C3,?,1.3µM*,0%
O=C(N/C(=C/c1cccs1)C(=O)N1CCOCC1)c1cccs1,6%,7%,-7%
CCn1c(SCC(=O)Nc2ccc(F)cc2F)nc2c(c1=O)SCC2,-25%,-15%,-2%
COCCn1c(SCC(=O)c2ccccc2)nc2c(c1=O)SCC2,?,?,2%
CCOc1ccccc1C(=O)Nc1ccc(S(=O)(=O)Nc2nc(C)cc(C)n2)cc1,-14%,-9%,6%
